Myeloid diff MLP – promotes myeloid progenitor differentiation | ER-HoxA9 myeloid progenitors, lysozyme-GFP differentiation, flow cytometry | calls only at 10 µM | 360,000 compounds, 1% hits;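 active = normalized GFP-positive differentiation at or above the plate's own cutoff, the solvent-only control mean plus 3 SD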;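 note: cells exposed to compound for four days before flow analysis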
GPR55 beta-arrestin – selective activators of receptor GPR55 – imaging, U2OS cells, beta-arrestin-GFP redistribution, primary screen (AID 1961); 290,000 compounds, 0.048% hits; U2OS GPR55 beta-arrestin-GFP redistribution imaging; higher % means a stronger effect; one-dose activation, % at 10 µM; EC50 in µM for titrated hits;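 active = activation above 40% with more than 50 cells counted in the well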;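 note: U2OS osteosarcoma cells stably expressing GPR55 and beta-arrestin-GFP; plate controls were DMSO negative control for no effect and LPI positive control for full effect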
T cell modulator – T cell immune modulation candidate. 2C CD8+ T cell-vesicle binding, flow cytometry; hits give low values. calls only at 7 µM. 330,000 compounds, 0.068% hits. AID 2052;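 active = response, share of CD8 T cells binding vesicles, and their 90th percentile fluorescence all below set limits, cut at about 80% in these data, passing the limit was not always enough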
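material = purified 2C TCR transgenic mouse naive CD8+ T cells | controls = Unloaded micro-vesicles (low), QL9 vesicles with 0.7% DMSO (high) | detection = cytometric PE anti-B7-1 and Alexa647 anti-CD8 signals after 1% paraformaldehyde fixation | incubation = binding step 1.5 h, 37 °C, antibody labelling 20 min, ice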
KOR beta-arrestin-1 – KOR antagonists, beta-arrestin recruitment, cell-based, luminescence, uHTS (AID 1778) | 290,000 compounds, 0.091% hits | KOR beta-arrestin recruitment, luminescence, antagonist mode; higher % means a stronger effect | inhibition, % at 10 µM, or IC50 in µM where a hit was titrated; note: strong numbers were not always called active
GPR55 LPI antagonism – inhibition of LPI-stimulated GPR55 beta-arrestin translocation – imaging, U2OS, beta-arrestin-GFP, LPI agonist, primary screen (AID 2013); 290,000 compounds, 0.13% hits; one-dose inhibition, % at 10 µM; IC50 in µM for titrated hits; U2OS GPR55 beta-arrestin-GFP translocation imaging, LPI antagonism; higher % means a stronger effect;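 active = spots per cell inhibited over 60%, with over 100 cells counted and total cytoplasm intensity under 500,000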;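 note: U2OS cells stably carrying GPR55 and arrestin-GFP stimulated by 5 µM LPI near EC80; imaged beta-arrestin-GFP aggregate spots per cell after agonist stimulation; plate controls were LPI-stimulated DMSO wells for no effect and DMSO wells without LPI for full effect; some results filed as inactive read as strong as hits; confirmed hits need IC50 under 10 µM and bright autofluorescent wells are also inconclusive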
NOD1 inhibition – inhibition of NOD1-driven NF-kB reporter – cell-based, luminescence, uHTS, primary screen (AID 1578). 290,000 compounds, 1% hits. inhibition, % at 4 µM; hits with a dose series show EC50 in µM. NOD1-driven NF-kB luciferase reporter cells, luminescence; higher % means a stronger effect; in the data active = inhibition mostly above about 36%, no sharp cut-off; inactive = mostly below about 34%;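 note: HEK-293T reporter cells stimulated with the NOD1 agonist gamma-tri-DAP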
NOD2 inhibition – NOD2 signaling inhibitors, cell-based, luminescence, uHTS, HEK293 (AID 1566); one-dose inhibition, % at 4 µM; EC50 in µM for titrated hits; HEK293 NOD2/NF-kB luciferase reporter, luminescence; higher % means a stronger effect; 290,000 compounds, 0.63% hits; note: many of its hits are not listed in these tables
NTR1 ag – agonists of NTR1, primary screen, imaging, U2OS cells, beta-arrestin-GFP, high content (AID 493036). P30989. activation, % at 20 µM. 330,000 compounds, 0.17% hits. NTR1-U2OS beta-arrestin-GFP spot imaging, agonist mode;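 active = activation at or above 40% of the spot to cytoplasm intensity ratio, with at least 20 cells analyzed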;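 note: 0% = DMSO without peptide and 100% = 100 nM NTR1 peptide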
Target sequence (P30989 whole entry, looked up): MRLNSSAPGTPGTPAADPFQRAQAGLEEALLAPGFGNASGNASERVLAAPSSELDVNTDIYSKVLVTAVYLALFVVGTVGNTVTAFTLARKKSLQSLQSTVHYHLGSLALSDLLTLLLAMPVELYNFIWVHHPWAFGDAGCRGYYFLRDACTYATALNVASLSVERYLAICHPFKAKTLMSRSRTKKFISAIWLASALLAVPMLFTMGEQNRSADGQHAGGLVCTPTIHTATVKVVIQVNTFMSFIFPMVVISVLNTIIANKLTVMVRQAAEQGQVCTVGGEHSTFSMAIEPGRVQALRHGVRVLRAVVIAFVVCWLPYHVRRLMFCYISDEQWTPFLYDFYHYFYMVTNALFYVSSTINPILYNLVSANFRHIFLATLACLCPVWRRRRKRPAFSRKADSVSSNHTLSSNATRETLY
KOR beta-arrestin-2 – kappa opioid receptor activators – cell-based, luminescence, uHTS, primary screen (AID 1777); one-dose activation, % at 10 µM; EC50 in µM for titrated hits; 280,000 compounds, 0.02% hits; KOR beta-arrestin recruitment, luminescence; higher % means a stronger effect; in the data active = activation above about 50%, passing the limit was not always enough; note: a part of the inactive calls stands beside numbers as strong as those of hits
T cell modulator vesicle-bound % – further read-out of T cell modulator, marked with its call; double positive events, %; measured here: CD8+ vesicle-bound cell fraction;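 binding gate set so that unloaded-vesicle control wells show 10% double positive cells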
NTR1 ag cell count 20 µM – also measured in NTR1 ag; calls as there; cell count; measured here: cell count, cytotoxicity flag
Myeloid diff MLP GFP+ MAC1+ % – also measured in Myeloid diff MLP; calls as there; GFP+ MAC1+ double positive, %; measured here: differentiation confirmed by MAC1 staining
* marks the source's active call; other numbers are inactive results; i = inactive; · = not tested or not shown; & = joins results of further samples; [ ] = another dose, or the depositor's remark. Cut-off read from the data, not from the text of the source, unless noted: active = inhibition above about 50%; inactive = the rest. Only part of the results is shown; rates above refer to the full screens.

smiles | Myeloid diff MLP | Myeloid diff MLP GFP+ MAC1+ % | GPR55 beta-arrestin | T cell modulator | T cell modulator vesicle-bound % | KOR beta-arrestin-1 | GPR55 LPI antagonism | NOD1 inhibition | NOD2 inhibition | NTR1 ag | NTR1 ag cell count 20 µM | KOR beta-arrestin-2
Cc1ccc2c(c1)N(N=O)CCC2 | i | 0.3 | 0.5% | i | 7.0 | -16.7% | -12.5% | -13.5% | 11.7% | -0.2 | 42 | 5.3%
CCN(CC)C(=O)c1ccc(NC(=O)Cn2nc(C)c3ccccc3c2=O)cc1 | i | 0.7 | -0.2% | i | 27.3 | -9.8% | 10.0% | -9.0% | 12.9% | -2.4 | 82 | -1.3%
C(=NC12CN3CN(CN(C3)C1)C2)c1cccs1 | i | 1.5 | 0.5% | i | 60.9 | -24.6% | 12.8% | -32.5% | 6.3% | -1.5 | 44 | 3.3%
CCOc1cc2c(cc1OCC)-n1cccc1C(c1cccc([N+](=O)[O-])c1)NC2 (stereo not given) | i | 0.4 | 0.6% | i | 21.0 | 7.9% | -5.1% | -1.7% | 5.5% | 3.3 | 79 | -4.5%
COc1ccc(CN2CCN(C(=O)Cc3ccccc3)CC2)c(OC)c1 | i | 0.3 | 0.1% | i | 39.5 | 5.3% | 98.0% | 0.2% | 19.3% | 0.4 | 55 | -2.8%
CSc1ccc(CNC2CN3CCC2CC3)cc1 (stereo not given) | i | 5.5 | 0.1% | i | 30.8 | 23.6% | 14.4% | -15.4% | 2.3% | -0.8 | 34 | -0.8%
CCCCn1c(O)c(C(CC)=Nc2ccc(C(=O)O)cc2)c(=O)[nH]c1=O | i | 1.0 | 0.3% | i | 42.1 | 33.8% | 5.5% | -18.6% | 0.2% | 0.0 | 66 | 4.5%
COc1ccc(-n2c(-c3ccccc3Br)nc3ccccc3c2=O)cc1 | i | 0.2 | -0.1% | i | 30.8 | 27.3% | 14.4% | 1.5% | 18.1% | 0.5 | 86 | -2.7%
CCc1nn(CC(=O)N2CCC3(CC2)OCCO3)c(=O)c2cccn12 | i | 0.6 | -0.1% | i | 29.7 | -53.4% | 2.1% | -6.3% | 2.5% | -0.1 | 49 | -1.1%
CN1CCc2nc(SCc3cccc(Br)c3)c(C#N)cc2C1 | i | 0.3 | -0.1% | i | 17.0 | -0.6% | 16.4% | -2.1% | 25.5% | 6.0 | 51 | -2.4%
Cc1cccc(N2C(=O)CC(=O)NC2=O)c1 | i | 1.1 | 0.1% | i | 28.6 | 12.4% | 12.2% | -27.1% | 3.7% | -3.2 | 92 | 0.2%
CCCCc1ccc(NC2=NCCCS2)cc1 | i | 0.7 | -0.1% | i | 14.6 | 19.8% | -0.8% | 7.0% | 1.3% | 1.3 | 66 | -2.9%
CN1CCN(c2nc3ccccc3o2)CC1 | i | 0.5 | -0.1% | i | 32.7 | 14.1% | 4.7% | -0.6% | -2.0% | 2.0 | 56 | 3.5%
N=C1c2ccccc2CN1c1cccc([N+](=O)[O-])c1 | i | 0.1 | -0.1% | i | 42.4 | 3.2%[20 µM] | 7.0% | -16.4% | 6.1% | -0.4 | 46 | -4.8%
CCOC(=O)CNC(=S)N1CC2C[C@@H](C1)Cn1c2cccc1=O | i | 0.8 | -0.1% | i | 48.3 | 3.4% | -8.1% | 0.7% | 2.3% | -0.9 | 95 | -4.9%
Cn1c(O)c(C=NCCN2CCN(C(=O)c3ccccc3)CC2)c(=O)n(C)c1=O | i | 0.7 | 0.0% | i | 54.9 | -22.8% | -13.4% | -4.7% | -3.5% | 1.4 | 47 | -4.3%
O=c1[nH]c(=O)n(-c2cccc(Cl)c2)c(O)c1C=NCCN1CCCCC1 | · | · | 0.0% | i | 7.8 | 4.0% | -22.4% | 21.4% | 14.8% | -0.2 | 63 | 5.9%
CCOP(=O)(C(NC(=O)c1ccccc1Cl)=C(Cl)Cl)c1ccccc1 (stereo not given) | i | 0.6 | 0.3% | i | 2.9 | -10.0% | -0.1% | 3.8% | -4.0% | 1.7 | 79 | -3.9%
O=C(CN1C(=O)COc2ccccc21)N1CCC2(CC1)OCCO2 | i | 0.3 | 0.2% | i | 19.0 | -5.4% | -7.3% | -14.4% | 15.0% | -0.2 | 53 | 0.0%
CC(C)C(C)(NC(=O)c1cccn(Cc2ccc3c(c2)OC(F)(F)O3)c1=O)C(N)=O (stereo not given) | i | 0.7 | 0.3% | i | 31.0 | -40.5% | -4.5% | 0.2% | -0.1% | 0.4 | 70 | 6.9%
O=C1c2cccc3cccc(c23)C(=O)N1/N=C/c1c(O)n(-c2ccccc2)c(=O)[nH]c1=O | i | 0.4 | -0.1% | i | 27.3 | -74.2%[20 µM] | -6.6% | -13.5% | 6.3% | 1.5 | 78 | 2.7%
O=C(c1cn(Cc2ccccc2)c2ccccc12)C1CC1 | i | 0.5 | 0.1% | i | 2.2 | 21.5% | -8.5% | -18.8% | 5.6% | 2.1 | 51 | -4.4%
CC(Cc1ccsc1)NCc1cn[nH]c1-c1ccc(F)cc1F (stereo not given) | i | 0.4 | 0.2% | i | 23.6 | -8.4% | 2.3% | 1.6% | 10.2% | 2.1 | 55 | -0.4%
COc1cc(/C=C2\C(=O)NC(=O)N(c3ccccc3)C2=O)c([N+](=O)[O-])cc1OC | i | 0.3 | -0.1% | · | · | -43.7%[20 µM] | 1.2% | 5.4% | 3.9% | · | · | -1.0%
CCOc1cc(-c2nc3c(C)cccn3c2NCC2CCCO2)ccc1O (stereo not given) | i | 1.9 | 5.6% | i | 23.8 | 10.9% | 4.4% | -74.2% | -38.2% | 0.6 | 65 | -0.9%

More compounds:
smiles | Myeloid diff MLP | Myeloid diff MLP GFP+ MAC1+ % | GPR55 beta-arrestin | T cell modulator | T cell modulator vesicle-bound % | KOR beta-arrestin-1 | GPR55 LPI antagonism | NOD1 inhibition | NOD2 inhibition | NTR1 ag | NTR1 ag cell count 20 µM | KOR beta-arrestin-2
CN1CCCN(C(=O)COc2ccccc2Br)CC1 | i | 0.8 | -0.1% | i | 32.5 | -4.6% | 9.6% | -18.2% | -3.0% | 1.6 | 61 | -0.1%
C#CC[N+]1(C)C2CCC1CC(O)C2 (stereo not given) | i | 1.9 | 1.1% | i | 5.9 | 8.4% | -3.3% | 4.8% | 22.3% | 1.5 | 33 | 0.8%
CC1CCC(C(C)C)C(OP(N)(=O)c2ccccc2)C1 (stereo not given) | i | 1.5 | 0.3% | i | 46.4 | -31.0% | -8.1% | 12.7% | 7.4% | -0.2 | 84 | -0.1%
CN1CC(C(=O)c2ccc(Cl)cc2)C(c2ccccc2)C1 (stereo not given) | i | 0.1 | -0.1% | i | 59.4 | -0.5% | 17.6% | -10.7% | 1.2% | -0.1 | 85 | -0.9%
CNC(=O)O/N=C(\C)Cc1nnn(-c2cc(C)on2)n1 | i | 0.5 | 0.0% | i | 37.5 | 17.0% | 2.2% | -2.3% | 7.0% | 1.6 | 38 | 1.7%
Cc1oc(-c2ccc(Cl)cc2)nc1CS(=O)CC(=O)N1CCC2(CC1)OCCO2 (stereo not given) | i | 0.4 | 0.0% | i | 20.3 | 11.4% | 9.2% | 45.9% | 15.5% | 1.8 | 85 | 1.5%
O=C1NC2NC(=O)N([N+](=O)[O-])C2N1 (stereo not given) | i | 0.7 | -0.1% | i | 36.8 | 14.9% | -1.8% | 8.4% | -17.3% | -0.2 | 47 | 1.0%
N=C1c2ccccc2CN1NC(=O)c1ccc(Br)o1 | i | 0.7 | 0.2% | i | 25.5 | -39.6% | 2.7% | -18.0% | 12.1% | 2.8 | 46 | -1.5%
CSc1ccccc1C(=O)C1CCCN(Cc2ccccn2)C1 (stereo not given) | i | 0.1 | -0.1% | i | 45.3 | -41.5% | 6.2% | -19.7% | 4.3% | -0.5 | 64 | 2.5%
O=C1NC(=O)N(Cc2ccccc2)C(=O)/C1=C/N1CCCc2ccccc21 | i | 0.1 | 0.8% | i | 61.3 | 32.5% | 4.4% | -4.9% | 5.9% | -0.8 | 82 | -1.1%
CC1CCN(CC(=O)c2ccc3c(c2)OCCO3)CC1 | i | 0.4 | 1.1% | i | 26.2 | 5.1% | 5.4% | -50.4% | -62.2% | 1.2 | 74 | -4.6%
O=C1C2CCN(CC2)C12CC2c1ccc(C(F)(F)F)cc1 (stereo not given) | i | 0.3 | -0.1% | i | 45.0 | -53.4% | 7.1% | -6.6% | 0.1% | -0.3 | 45 | 1.9%
O=C1CN=C(c2ccccc2)c2ccccc2N1Cc1ccc(C(F)(F)F)cc1 | i | 7.4 | 0.1% | i | 32.8 | -25.9% | 2.6% | -6.6% | 14.0% | 6.0 | 88 | 0.3%
Cc1ccc(Cn2nnnc2CN2CCC(n3nnc4cc(C(F)(F)F)ccc43)CC2)cc1 | i | 2.0 | -0.1% | i | 25.8 | · | 9.8% | -19.4% | -53.4% | 0.2 | 82 | ·
Cc1ccc(CS(=O)(=O)Cc2ccc(C(=O)N3CCC4(CC3)OCCO4)o2)cc1 | i | 2.3 | -0.1% | i | 18.7 | -17.8% | -8.5% | 18.5% | 4.7% | -1.1 | 53 | 8.9%
N#Cc1ccc(N2CCNCC2)c(F)c1 | i | 0.6 | 0.2% | i | 15.3 | 23.1% | -2.9% | 8.6% | 24.4% | 0.7 | 44 | 3.9%
N#CC(C#N)=Cc1cccnc1 | i | 0.4 | -0.1% | i | 28.3 | -27.1%[20 µM] | -5.9% | -10.0% | -3.8% | -0.6 | 52 | -2.3%
CC1CCN(CCc2nc3ccccc3[nH]2)CC1 | i | 0.5 | 0.0% | i | 63.5 | -2.9% | -7.9% | 8.4% | -13.6% | -0.3 | 98 | -0.5%
O=[N+]([O-])/C=C1\NCCN1Cc1ccc(Cl)nc1 | i | 0.8&0.4 | -0.3%&-0.5% | i | 43.9&50.7 | -4.1%&-48.1% | -2.1%&5.7% | -16.3%&-37.0% | 15.4%&-1.5% | 0.2&-0.1 | 42&63 | -3.0%&3.1%
CC12CC[C@H]3[C@@H](CCC4(O)C[C@H](O)CCC34/C=N/NC(=O)c3ccc(O)cc3)C1(O)CCC2C1=CC(=O)OC1 (stereo not given in full) | i | 0.0 | 0.3% | i | 22.0 | -6.1% | 2.5% | -7.5% | 9.1% | 0.3 | 81 | 5.0%

Part of the list above with just T cell modulator and KOR beta-arrestin-2:
mol | T cell modulator | KOR beta-arrestin-2
O=C1C2CCN(CC2)C12CC2c1ccc(C(F)(F)F)cc1 (stereo not given) | i | 1.9%
O=C1CN=C(c2ccccc2)c2ccccc2N1Cc1ccc(C(F)(F)F)cc1 | i | 0.3%

Assay outcomes from PubChem BioAssay.
